Efflux pump inh = antifungal efflux pump inhibition, Nile Red retention. actives 0.44% (n = 330,000). inhibition, % at 10 µM. S. cerevisiae Candida pump triplex. AID 485275;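 active means plate passing quality check with inhibition over a set limit, or well fluorescence over plate mean plus 4 SD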;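 further: Nile Red retained in pooled yeast measured as flow cytometry median fluorescence; 0% = buffer negative control and 100% = Enniatin B positive control; higher means more Nile Red kept so more efflux inhibition; some compounds called inactive have numbers as strong as hits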
TPT1 inh = C. albicans TPT1 enzyme inhibition; recombinant caTPT1, FP RNA substrate dephosphorylation; inhibition, % at 5 µM; actives 0.81% (n = 300,000);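 active means inhibition above the mean of all tested compounds plus 3 SD, set per screening campaign, cut at about 24% in these data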;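 further: plate controls were DMSO alone for no effect and ferristatin control at 100 nM for full effect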
Fh CTSL1 inh = counter-screen for PFM18AAP inhibitors: inhibitors of F. hepatica cathepsin L1; actives 0.49% (n = 300,000); inhibition, % at 5.96 µM; recombinant F. hepatica cathepsin L1, Z-Leu-Arg-MCA fluorescence;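 active means inhibition above the mean of all tested compounds plus 3 SD, set per screening campaign, cut at about 17% in these data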;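 further: 0% = plate median of test compound wells and 100% = 1 µM Z-Phe-Ala-diazomethylketone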
PP1 counter = counter-screen for PP5 inhibitors: inhibitors of human PP1-alpha | purified PP1alpha, OMFP fluorescence | inhibition, % at 6.7 µM | actives 0.9% (n = 320,000) | AID 2235;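 active means inhibition above the mean inhibition of all tested compounds plus 3 SD, computed separately for each screening campaign, cut at about 15% in these data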
Target sequence (P62136 whole entry, looked up): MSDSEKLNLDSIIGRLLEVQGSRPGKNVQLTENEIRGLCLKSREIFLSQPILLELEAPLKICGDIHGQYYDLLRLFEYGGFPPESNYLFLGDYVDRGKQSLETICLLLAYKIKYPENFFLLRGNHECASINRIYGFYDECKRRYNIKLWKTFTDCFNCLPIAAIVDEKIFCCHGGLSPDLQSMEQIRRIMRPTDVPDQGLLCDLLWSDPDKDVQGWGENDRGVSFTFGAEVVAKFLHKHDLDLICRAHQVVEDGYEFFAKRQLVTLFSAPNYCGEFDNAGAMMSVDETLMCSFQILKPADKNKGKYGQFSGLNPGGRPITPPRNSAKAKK
PREPL inhibitor = inhibits the human prolyl oligopeptidase-like enzyme | inhibition, % at 5.96 µM | actives 0.68% (n = 320,000) | recombinant PREPL, fluorescence polarization activity-based probe; in the data active means inhibition above about 43%;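 further: 0% = enzyme with DMSO and 100% = wells lacking enzyme; many of its hits are not listed in these tables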
GASC-1 inh = human JMJD2C demethylase inhibition. AID 2099. inhibition, % at 2.35 µM. actives 0.069% (n = 330,000). GST-JMJD2C(1-420) H3K9me3 demethylation, DELFIA europium. Q9H3R0;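 active means more than half of a compound's replicate wells show inhibition beyond 50%, single wells judged on their own value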;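 further: signal counts dimethyl H3K9 product captured on neutravidin plate; 0% = median of DMSO wells and 100% = 0.3 times that DMSO median; strong numbers were not always called active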
Target sequence (Q9H3R0 1-420 limits assumed): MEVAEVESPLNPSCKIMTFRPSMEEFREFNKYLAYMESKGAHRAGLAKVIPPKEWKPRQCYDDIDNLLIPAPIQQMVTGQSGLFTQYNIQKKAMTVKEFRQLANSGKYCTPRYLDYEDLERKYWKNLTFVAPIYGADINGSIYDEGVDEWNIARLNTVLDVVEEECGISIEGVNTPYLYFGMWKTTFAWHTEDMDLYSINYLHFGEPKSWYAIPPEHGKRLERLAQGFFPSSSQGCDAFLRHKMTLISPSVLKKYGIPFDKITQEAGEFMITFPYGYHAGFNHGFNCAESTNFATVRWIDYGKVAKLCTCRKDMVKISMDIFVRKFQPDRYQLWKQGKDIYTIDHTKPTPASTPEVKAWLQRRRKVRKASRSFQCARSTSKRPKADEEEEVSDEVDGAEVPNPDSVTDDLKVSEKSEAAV
LYPLA2 counter = LYPLA2 (human) inhibition in PME1 counter-screen; O95372; actives 0.38% (n = 320,000); inhibition, % at 5.9 µM; AID 2177; recombinant LYPLA2, FP-Rh probe fluorescence polarization;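 active means inhibition above the screen-wide mean plus 3 SD, limit set per campaign, cut at about 26% in these data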;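 further: 0% = LYPLA2 with DMSO and 100% = wells lacking LYPLA2 enzyme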
Target sequence (O95372 whole entry, looked up): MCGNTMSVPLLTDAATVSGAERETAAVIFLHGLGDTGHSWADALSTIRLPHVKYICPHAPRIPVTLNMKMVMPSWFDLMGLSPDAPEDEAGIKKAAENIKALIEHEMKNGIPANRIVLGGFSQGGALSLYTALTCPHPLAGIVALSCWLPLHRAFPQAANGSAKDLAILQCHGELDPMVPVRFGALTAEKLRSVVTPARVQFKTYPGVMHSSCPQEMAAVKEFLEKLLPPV
PP5 primary = inhibitors of human protein phosphatase 5 (PP5) | purified PP5c, OMFP substrate fluorescence | inhibition, % at 6.7 µM | actives 0.18% (n = 320,000);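 active means inhibition above the campaign's mean inhibition across all tested compounds plus 3 SD, cut at about 9.5% in these data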;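 further: 0% = DMSO only and 100% = 100 µM cantharidin control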
core dimer inh = HCV core protein dimerization inhibition. TR-FRET GST/Flag-core106 dimerization, 1536-well. inhibition, % at 5 µM. actives 0.33% (n = 300,000). AID 1899;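 active means inhibition above the mean of all tested compounds plus 3 SD, set per screening campaign, cut at about 45% in these data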
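Test system: GST/Flag-tagged HCV core106 proteins; Medium: KF-containing HEPES buffer, pH 7.45, DTT, CHAPS, BSA; Times: compound-protein-antibody incubation 4 h at 22.5 °C; Detection: TR-FRET 671 and 617 nm emission; Benchmarks: wells lacking GST-core106 and wells with excess unlabelled core106.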
Active calls of the source: *; . = not tested or not shown. Not all compounds are listed. The share of hits here may be higher or lower than overall.

SMILES	Efflux pump inh	TPT1 inh	Fh CTSL1 inh	PP1 counter	PREPL inhibitor	GASC-1 inh	LYPLA2 counter	PP5 primary	core dimer inh
O=S(=O)(Nc1ccc(Cl)cc1)c1ccc(N2CCOCC2)c(NC(=S)NCCN2CCOCC2)c1	0.3	-4	-4	0	-9	17	9	0.0	0
Cc1cccc(Nc2ncc3c(n2)CC(C)CC3=O)c1 (stereo not given)	0.1	-1	0	2	-9	-4	1	-0.7	-7
Nc1nc(-c2ccccc2)nn1C(=O)Cc1ccccc1	-0.1	-3	1	1	0	19	0	5.2	-13
Clc1ccc(C2Nc3ccccc3-n3cccc32)cc1 (stereo not given)	0.0	3	1	-2	-2	1	-5	0.2	0
CC(C)CCn1c(O)c(N=NC(=O)c2ccco2)c2ccccc21	0.8	-11	2	-2	6	6	4	-1.9	6
Cc1ccccc1N(CC(=O)N/N=C/c1cc(C)n(-c2ccccc2C)c1C)S(C)(=O)=O	0.2	4	-1	-2	9	-6	-5	5.4	13
COc1ccc2c(c1OC)C(=O)OC2c1c(O)nc(SC)n(-c2ccccc2)c1=O (stereo not given)	0.1	-1	-3	1	-1	0	-4	-3.0	3
CSc1ncccc1C(=O)OCC(=O)Nc1ccc2c(c1)OCO2	-0.2	-1	-12	-1	-4	3	-4	3.5	2
CCOC(=O)c1cnc2c(cnn2C)c1Cl	-0.1	-1	0	3	-3	9	1	0.9	5
CN(C)CCCNc1ccc(S(N)(=O)=O)cc1[N+](=O)[O-]	0.2	-1	5	-2	1	-18	-1	-1.7	-1

Entries of single compounds, quoted from the list. Values in the order: Efflux pump inh, TPT1 inh, Fh CTSL1 inh, PP1 counter, PREPL inhibitor, GASC-1 inh, LYPLA2 counter, PP5 primary, core dimer inh
CSc1ncccc1C(=O)OCC(=O)Nc1ccc2c(c1)OCO2 is entered as -0.2, -1, -12, -1, -4, 3, -4, 3.5, 2
O=S(=O)(Nc1ccc(Cl)cc1)c1ccc(N2CCOCC2)c(NC(=S)NCCN2CCOCC2)c1 is entered as 0.3, -4, -4, 0, -9, 17, 9, 0.0, 0
Cc1ccccc1N(CC(=O)N/N=C/c1cc(C)n(-c2ccccc2C)c1C)S(C)(=O)=O is entered as 0.2, 4, -1, -2, 9, -6, -5, 5.4, 13

(continued)
SMILES	Efflux pump inh	TPT1 inh	Fh CTSL1 inh	PP1 counter	PREPL inhibitor	GASC-1 inh	LYPLA2 counter	PP5 primary	core dimer inh
Cc1ccc2[nH]cc(C(=O)CN3CCN(C)CC3)c2c1	-0.3	-3	8	-12	6	2	0	3.6	-1
CC1=C(C(N)=O)C(c2ccccn2)n2nc(SCc3ccccc3)nc2N1 (stereo not given)	0.3	-2	-1	-3	0	3	5	1.2	2
Cc1ccc(O)c(C(=O)c2cc(C#N)c(=O)n(CC3CCCO3)c2)c1 (stereo not given)	-0.1	2	-1	1	-2	31	-3	-0.6	8
CC(=O)c1ccc(NC(=O)CNC2CCCCC2)cc1	0.1	0	2	-2	8	-18	-14	-6.3	-4
O=C(NCCc1ccccc1)C1CCN(c2ncccn2)CC1	-0.1	1	1	-2	-4	-2	-5	0.6	-2
O=[N+]([O-])c1ccccc1CCc1cnc(Cl)s1	0.0	2	2	-2	-4	-8	-4	-0.3	-4
Nc1ncnc2c1ncn2CCOc1ccccc1	0.0	-2	-1	3	0	11	4	0.0	4
Cc1cccc(C(=O)NCc2ccco2)c1	0.4	6	-2	3	5	11	-12	0.6	4
O=C(CSc1nc2cccnc2n1Cc1ccccc1)NCc1ccco1	0.1	6	-6	-5	5	18	-1	0.1	-3
Cc1[nH]c2ccccc2c1/C=N/Nc1nc(Nc2ccccc2)nc(N2CCOCC2)n1	0.1	-4	5	3	22	26	-1	4.6	-9
CC(=O)c1cccc(NC(=O)C(C)OC(=O)CCCN=C2NS(=O)(=O)c3ccccc32)c1 (stereo not given)	-0.1	-1	-10	-5	3	11	0	-2.0	4
COc1ccc(NC(=O)CN(C)C(=O)C(C)Oc2ccc(Br)cc2)cc1 (stereo not given)	0.0	2	7	-6	-18	7	0	-1.7	-4
CC(C)c1onc(C(=O)N2CCCCC2)c1[N+](=O)[O-]	0.2	-2	1	0	-4	13	6	3.5	-5
CN(C(=O)COC(=O)c1n[nH]c(=O)c2ccccc12)c1ccccc1	-0.1	.	.	-2	-1	2	5	1.7	.
COC(=O)c1ccccc1NC(=S)N(Cc1ccc2c(c1)OCO2)Cc1cc2cc(OC)ccc2[nH]c1=O	0.0	-5	4	7	8	-16	-18	3.1	12
CC1Cc2ccccc2N1C(=O)CSC1=NCCS1 (stereo not given)	-0.1	-1	1	1	4	-11	0	1.2	5
Cn1c(N)c(C(=O)CSc2nn(-c3ccc(F)cc3)c(=S)s2)c(=O)n(C)c1=O	0.0	.	.	0	-5	-5	-85	0.7	.
COc1ccc(Cl)cc1C(=O)NNC(=O)c1cccnc1	0.1	1	2	-3	0	-6	-2	1.8	2
CCOc1nc(Nc2ccc([N+](=O)[O-])cc2)nc(NC(C)(C)C)n1	-0.1	-1	10	4	9	-4	-7	6.2	3
CCOC(=O)N1CCN(C(=O)CSC2=NS(=O)(=O)c3ccccc3N2)CC1	-0.2	-3	5	-2	21	4	7	-1.8	-4
Cc1cc(C)c2nc3sc(C(=O)N4CCOCC4)c(N)c3cc2c1	0.0	9	-2	2	7	-7	-2	2.9	-14
O=C(CSc1nc(=O)n(CCCN2CCOCC2)c2c1CCC2)Nc1ccc(F)cc1	0.1	1	2	-3	16	7	1	2.5	-4
CCCc1cc(=O)[nH]c(SCC(=O)N(CC(C)C)C2CCS(=O)(=O)C2)n1 (stereo not given)	0.2	-2	0	-4	11	-9	0	3.9	1
N#CCC(=O)Nc1ccc(C(=O)OCC(=O)N=c2sccn2Cc2ccccc2Cl)cc1	0.0	13	-5	12	-89	19	-30	-0.6	28
O=c1ccc(N=Nc2ccccc2)ccc1O	0.0	2	4	8	8	-4	1	0.3	-14
CC(C)c1ccc(NC2(C#N)C(=O)Nc3ccccc32)cc1 (stereo not given)	-0.1	-6	-3	-7	-4	12	10	-0.2	2
COc1ccccc1S(=O)(=O)Cc1ccc(C(=O)NC2CCCCCC2)o1	0.1	-1	-3	0	7	19	9	2.0	-5
COC(=O)CSc1nc(N2CCOCC2)c2c(c1C#N)CC(C)(C)N(C)C2	0.1	-4	-1	-1	14	1	3	3.4	-2
COc1ccc(NC(=O)Cn2ncn3nc(-c4ccc(OC)cc4)cc3c2=O)cc1	-0.2	-1	-1	-2	-3	-1	0	0.5	-5
CCn1cc(S(=O)(=O)N2CCN(c3ccc(Cl)cc3)CC2)cn1	-0.2	-4	-3	-2	-43	92	5	-0.6	0

Among those listed so far, these have two or more sulfur atoms.
SMILES	Efflux pump inh	TPT1 inh	Fh CTSL1 inh	PP1 counter	PREPL inhibitor	GASC-1 inh	LYPLA2 counter	PP5 primary	core dimer inh
O=S(=O)(Nc1ccc(Cl)cc1)c1ccc(N2CCOCC2)c(NC(=S)NCCN2CCOCC2)c1	0.3	-4	-4	0	-9	17	9	0.0	0
CC1Cc2ccccc2N1C(=O)CSC1=NCCS1 (stereo not given)	-0.1	-1	1	1	4	-11	0	1.2	5
Cn1c(N)c(C(=O)CSc2nn(-c3ccc(F)cc3)c(=S)s2)c(=O)n(C)c1=O	0.0	.	.	0	-5	-5	-85	0.7	.
CCOC(=O)N1CCN(C(=O)CSC2=NS(=O)(=O)c3ccccc3N2)CC1	-0.2	-3	5	-2	21	4	7	-1.8	-4
CCCc1cc(=O)[nH]c(SCC(=O)N(CC(C)C)C2CCS(=O)(=O)C2)n1 (stereo not given)	0.2	-2	0	-4	11	-9	0	3.9	1

(cont.)
SMILES	Efflux pump inh	TPT1 inh	Fh CTSL1 inh	PP1 counter	PREPL inhibitor	GASC-1 inh	LYPLA2 counter	PP5 primary	core dimer inh
Nc1ccccc1Sc1ccc(C(F)(F)F)cc1[N+](=O)[O-]	-0.1	-3	-2	-2	-3	5	3	0.3	0
O=C(CN1C(=O)S/C(=C/c2ccncc2)C1=O)N1CCOCC1	0.4	2	1	1	-2	6	-3	2.2	-10
Cc1ccc(CCNC(=O)C23CN(Cc4ccccc4)CC2C(c2ccc([N+](=O)[O-])cc2)=NO3)cc1 (stereo not given)	0.0	-1	1	7	17	-2	5	0.7	9
CC1(C)SC2c3ccccc3C(=O)N2[C@@H]1C(=O)NCc1ccco1 (stereo not given in full)	-0.1	-1	0	2	-5	-6	-1	-2.5	7
COc1ccccc1NC(=O)CN1CCN(CC(=O)Nc2ccccc2Cl)CC1	-0.1	2	1	-1	3	5	-8	-0.2	-2
CCOc1ccc(N2C(=O)/C(=C/c3ccccc3OCC(=O)OC)N(CC(=O)OC)C2=S)cc1	0.1	-3	-1	1	1	3	-2	4.0	5
CCOc1cc(/C=C/c2cc(C(=O)O)c3ccccc3n2)ccc1OC	-0.8	-1	5	1	-11	2	5	-2.1	-8
Cc1onc(-c2ccccc2)c1C(=O)Nc1ccc(N2CCOCC2)cc1	0.2	3	3	0	14	3	-1	-0.3	-4
CCCCCn1c(CN2CCN(C(=O)OCC)CC2)nc2c1c(=O)[nH]c(=O)n2C	0.1	2	-3	-3	10	4	5	1.5	2
O=C(CNC(=O)c1ccc(-c2ccccc2)cc1)OCc1ccc(Cl)cc1	17*	-2	-1	5	-29	0	-1	0.7	6
O=C(N/N=C/c1ccc2c(c1)OCO2)c1sc2cc(Cl)ccc2c1Cl	0.1	1	3	-5	1	3	3	-0.2	-2
Cc1ccc(CNC(=O)C2CC3Cn4c(nc5cc(C)c(C)cc54)C3N2C)o1 (stereo not given)	0.5	1	-2	0	16	22	-5	-0.4	-7
CC1CCN(S(=O)(=O)c2ccc(NC(=O)C3CC(=O)N(c4ccccc4)C3)cc2)CC1 (stereo not given)	0.1	0	-2	2	-6	11	-6	3.1	16
COc1ccc(CN(C)C(=O)c2ccncc2)c(OC)c1	-0.1	-2	1	-3	4	11	6	-0.6	-7
CC1CC(C)CN(c2nc(N(C)c3ccccc3)nc(N)c2[N+](=O)[O-])C1 (stereo not given)	0.0	-2	5	2	0	-2	5	3.4	6
CCCCc1ccc(-c2csc(/C(C#N)=C\c3ccco3)n2)cc1	0.6*	7	-2	-1	-2	19	-9	2.9	4
CN=c1sc(C(=O)Nc2cccc(Cl)c2)cc(=O)n1C	0.0	1	2	4	11	-6	2	3.0	-4
CCOC(=O)C(=O)NN=C(c1ccccc1)c1ccccc1	0.2	-1	0	-3	4	-4	3	1.8	-2
COc1ccccc1-n1cnnc1SC(C)C(=O)NCC1CCCO1 (stereo not given)	0.0	.	.	-3	-1	1	-1	-0.5	.
CCOc1ccc(NC(=O)CN(C)S(=O)(=O)c2cccs2)cc1	-0.1	-3	-1	-2	-3	-2	2	1.1	-2
CC(=O)c1ccc(N2CCN(C(=O)C3CCCN(c4ncnc5c4nc4n5CCCCC4)C3)CC2)cc1 (stereo not given)	0.6	-2	-1	-2	5	1	-8	1.4	5
Cc1ccc(C(CC(=O)N2CCOCC2)c2ccco2)cc1 (stereo not given)	0.1	1	2	-3	5	-2	2	-1.9	6

Efflux pump inh: hit marks shown above.
mol	Efflux pump inh	TPT1 inh	PREPL inhibitor	GASC-1 inh	PP5 primary	core dimer inh
O=C(CNC(=O)c1ccc(-c2ccccc2)cc1)OCc1ccc(Cl)cc1	17*	-2	-29	0	0.7	6
CCCCc1ccc(-c2csc(/C(C#N)=C\c3ccco3)n2)cc1	0.6*	7	-2	19	2.9	4
